Screening results deposited in PubChem by National Center for Advancing Translational Sciences (NCATS).
N370S GC mod: inhibits or activates N370S mutant glucocerebrosidase; Potency, µM (highest dose often 59.4 µM), inactives show at the highest dose activity change, negative = inhibition, usual class: inhibitors; P04062; actives 0.092% (n = 330,000); N370S GC spleen homogenate, 4MU-glucoside fluorescence;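 further: 0% = full enzyme activity and -100% = no enzyme basal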
GCN5L2 inh: blocks human GCN5L2 histone acetyltransferase | actives 0.21% (n = 390,000) | Potency, µM (doses to about 58.9 µM), without a hit: at the highest dose activity change, negative = inhibition, hits mostly inhibitors | GCN5L2 HAT assay, ThioGlo1 CoA-SH fluorescence
Target sequence (Q92830 whole entry, looked up): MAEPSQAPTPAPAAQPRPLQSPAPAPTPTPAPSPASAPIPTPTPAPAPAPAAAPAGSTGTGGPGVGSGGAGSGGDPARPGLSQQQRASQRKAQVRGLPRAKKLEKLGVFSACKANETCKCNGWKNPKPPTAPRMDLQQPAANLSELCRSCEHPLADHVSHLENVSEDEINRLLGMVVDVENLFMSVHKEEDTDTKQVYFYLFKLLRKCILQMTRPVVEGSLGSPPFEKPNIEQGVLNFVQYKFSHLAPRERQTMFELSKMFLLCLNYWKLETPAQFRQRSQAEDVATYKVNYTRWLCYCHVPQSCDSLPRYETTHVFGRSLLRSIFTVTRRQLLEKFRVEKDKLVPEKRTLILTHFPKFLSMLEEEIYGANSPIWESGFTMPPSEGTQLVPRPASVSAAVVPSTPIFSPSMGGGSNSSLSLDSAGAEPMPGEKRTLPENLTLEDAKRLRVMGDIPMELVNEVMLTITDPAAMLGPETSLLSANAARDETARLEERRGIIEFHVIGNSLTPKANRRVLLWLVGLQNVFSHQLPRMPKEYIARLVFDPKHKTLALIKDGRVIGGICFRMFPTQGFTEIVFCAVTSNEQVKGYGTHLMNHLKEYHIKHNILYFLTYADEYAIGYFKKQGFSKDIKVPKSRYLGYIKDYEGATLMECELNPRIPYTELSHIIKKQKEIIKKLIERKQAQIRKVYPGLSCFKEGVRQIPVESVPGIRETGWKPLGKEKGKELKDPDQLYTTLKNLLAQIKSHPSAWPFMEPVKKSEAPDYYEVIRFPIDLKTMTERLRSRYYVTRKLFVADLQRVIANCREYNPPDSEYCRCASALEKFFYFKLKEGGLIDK
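ThioGlo1-coupled HAT assay: 20nM GCN5L2, 70uM acetyl-CoA, 75uM H3(1-25) peptide, pH 7.5. Fluorescence read at 340/540nm at start and after 20 min at room temperature.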
FEN1 inhibitor: inhibitors of human flap endonuclease 1; actives 0.35% (n = 390,000); Potency, µM (series often up to 114 µM), for inactives: top-dose activity change, negative = inhibition, actives largely listed as inhibitors; Recombinant FEN1 flap cleavage, fluorescence, 15 min; P39748; AID 588795; further: nearly all actives have a fitted effect of over 65% in size
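Steps: FEN1 (10 nM) dispensed; compound added by pin tool; 15 min at room temperature; substrate added to 50 nM final; reads at 0 min and 15 min; data normalized and fitted (four-parameter Hill).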
The depositor's hits bear a star; ? = inconclusive; . = not tested or not shown; [ ] = another dose, or the depositor's remark. The call rests on the fitted dose curve; in most records, active means well fitted curve in the direction sought with a large enough effect; inconclusive means small, poorly fitted or top-dose-only effect, or another doubt; inactive means no such curve, though single readings can be large; an effect the other way counts as inactive or inconclusive. Unless noted, on the % scale 0 is the no-effect control and ±100 the full control effect; potency means the concentration at half of the fitted maximal effect. A portion of the library; count on the stated rates, not on these rows.

Values run as follows: N370S GC mod, GCN5L2 inh, FEN1 inhibitor
Cc1ccccc1CSc1nc2ccccc2c(=O)n1C
 : ., -4.0%, 10.4%
Cc1ccc(NC(=S)NNC(=O)Nc2ccccc2)cc1
 : 9.4%, -4.6%, 0.0%
COCCNc1nc(-c2ccc(C(=O)N(C)C)cc2)nc2ccccc12
 : -5.7%, -15.5%, .
CN(C)c1ccc(C(=O)OCC(=O)c2ccc[nH]2)cc1
 : ., -3.6%, -0.6%
CCOc1c(N2CCCCC2)c(=O)c1=O
 : 2.2%, -5.4%, 3.7%
Cc1ccc(NS(=O)(=O)c2cc(C(=O)N3CCN(C)CC3)ccc2C)cc1
 : 2.8%, 0.6%, -12.0%
CCOc1ccc(CN(C)C(C)C(=O)Nc2ccc([N+](=O)[O-])cc2Cl)cc1OC (stereo unspecified)
 : -2.7%, -3.8%, 8.8%
COCCCNC(=O)CSc1nc2c(sc3ccccc32)c(=O)n1CCc1ccc(OC)c(OC)c1
 : ., -8.6%, -2.0%
COc1ccc(OC)c(/C=C/c2[nH]c(=O)[nH]c(=O)c2[N+](=O)[O-])c1
 : 1.8%, -11.5%, -5.5%
Cc1cc(OC(C)C(=O)NC(Cc2c[nH]c3ccc(O)cc23)C(=O)O)c2c(C)cc(=O)oc2c1 (stereo unspecified)
 : -0.6%, -6.3%, 10.7%
S=c1[nH]nc(-c2cccc(Br)c2)o1
 : 2.4%, -15.5%, -4.2%
Nc1ncnc2c1ncn2[C@@H]1O[C@H](CNC(=O)[C@@H]2CCCN2S(=O)(=O)c2ccc(F)cc2)[C@@H](O)[C@H]1O
 : ., -4.2%, 2.5%
COc1ccc(N2CCN(C(=O)CNC(=O)c3ccc(C(C)(C)C)cc3)CC2)cc1
 : 20.6%, -6.3%, 5.0%
COc1ccc(CCNC(=O)COc2cccc(-n3cnnn3)c2)cc1
 : 4.6%, -5.1%, -3.0%
CCOC(=O)CN1C(=O)CSc2ccccc21
 : 11.6%, 0.7%, -4.4%
O=C1C(Cc2c[nH]c3ccccc23)NC(=S)N1Cc1ccccc1 (stereo unspecified)
 : 5.7%, -7.7%, 0.5%
O=C(NCc1cccnc1)/C(=C\c1ccc(-c2cccc(Cl)c2)o1)S(=O)(=O)c1ccccc1
 : -13.7%, 10.7%, -7.6%
COc1ccc(-n2nc([N+](=O)[O-])c(=NCCc3ccc(OC)c(OC)c3)n2O)cc1
 : -1.4%, -2.8%, 2.8%
COCCNC(=O)c1snc2ccc(Cl)cc12
 : 4.0%, -8.3%, -6.6%
Cc1cc(Cl)ccc1OCCCC(=O)N1CCN(C(=O)c2ccco2)CC1
 : -3.9%, -0.4%, -7.8%
Cc1ccc2nc(SCC(=O)Nc3cc(C(F)(F)F)ccc3N3CCOCC3)[nH]c2c1
 : 3.7%, -7.9%[0.501 µM], 0.0%
CCCc1cc(=O)oc2c(C)c(OC(C)C(=O)NCc3ccccn3)ccc12 (stereo unspecified)
 : 3.6%, -1.6%, -1.1%
O=C(Cn1nnc(-c2ccccc2-n2cnnn2)n1)NCc1ccccc1
 : 8.9%, -16.6%, -0.6%
Cc1occc1-c1nnc(SCC(=O)NC2CCCCC2)o1
 : ., -8.5%, 16.5%
O=C1Nc2ccccc2C1c1ncc(C(F)(F)F)cc1Cl (stereo unspecified)
 : 9.4%, ?, 15.8%
COc1ccc(S(=O)(=O)N(C(C)=O)c2ccc(OC(C)=O)c3ccccc23)cc1[N+](=O)[O-]
 : -6.1%, -3.6%, -17.4%
CCN(CC)C(=O)Cn1cc(C(=O)C(=O)NCCCN2CCCCC2)c2ccccc21
 : 0.0%, -4.4%, 0.1%
CN(C)C(CNC(=O)c1cccc(OC(F)F)c1)c1ccco1 (stereo unspecified)
 : -0.9%, -2.3%, -4.7%
CC(=O)c1cccc(NS(=O)(=O)c2ccc(NC(=O)N3CCCCC3)cc2)c1
 : -25.6%, -4.1%, 4.5%
CC(C)(C)c1ccc(C(CC(=O)O)NC(=O)Cc2ccccc2)cc1 (stereo unspecified)
 : -10.6%, -26.1%, 0.8%
COc1ccc2cc(CN(CC3CCCO3)C(=O)Nc3ccccc3OC)c(=O)[nH]c2c1 (stereo unspecified)
 : 0.4%, 0.9%, -1.3%
CCCCn1c(N)c(N(CC(C)C)C(=O)c2cc(-c3ccco3)nc3ccccc23)c(=O)[nH]c1=O
 : -11.9%, -4.5%, 9.5%
Cc1cc(C(=O)OCC(=O)c2ccccc2)c2ccccc2n1
 : -10.8%, -0.8%, 1.6%
Cc1ccccc1OCc1nnc(SCc2cc(=O)[nH]c3ccccc23)o1
 : ., -1.5%, 3.0%
CC12CC(c3ccccc3O1)C(C(=O)NCc1ccccc1)C(=O)N2 (stereo unspecified)
 : -0.6%, -2.0%, 0.5%
Cc1cc(CN(C)C(=O)c2ccc(OC3CCN(CCc4ccccc4)CC3)cc2)on1
 : -6.5%, 1.6%, 20.9%
CCOC(=O)Cc1csc(NC(=O)CN2CCN(c3ccccc3)CC2)n1
 : 3.8%, -4.6%, -1.9%
Nc1ncnc(Nc2ccccc2C(F)(F)F)n1
 : 10.1%, 0.2%, -3.4%
Cc1ccc(NS(=O)(=O)c2c(C(=O)N3CCCCCC3)c(C)n(C)c2C)cc1F
 : ., -5.9%, -6.7%
CC(C)c1ccc(NC(=O)[C@@H](NC(=O)N2CC(=O)Nc3ccccc32)C(C)C)cc1
 : -2.3%, -33.4%, -29.2%
Cc1ccc(S(=O)(=O)N(C)C)cc1NC(=S)N1CCN(Cc2ccc3c(c2)OCO3)CC1
 : -3.4%, 1.7%, -9.1%
O=C(CCc1nc(-c2ccccc2)no1)NC1CCCCCC1
 : ., -9.4%, -2.1%
O=C(CCNC(=O)Cn1ccc2ccccc2c1=O)NCCCN1CCOCC1
 : -0.6%, -5.3%, -8.7%
COc1cccc(NC(=S)N2CCN(C/C=C/c3ccccc3)CC2)c1
 : -2.0%, -4.1%, -1.6%
Cc1ccc2c(c1)c(/C=C/c1cc[n+](C)cc1)c(C)n2C
 : -22.7%, -20.0%, ?

Results in GCN5L2 inh and FEN1 inhibitor, for five of the compounds above:
| mol | GCN5L2 inh | FEN1 inhibitor |
| --- | --- | --- |
| CC(C)c1ccc(NC(=O)[C@@H](NC(=O)N2CC(=O)Nc3ccccc32)C(C)C)cc1 | -33.4% | -29.2% |
| Cc1ccc2c(c1)c(/C=C/c1cc[n+](C)cc1)c(C)n2C | -20.0% | ? |
| Cc1ccc(S(=O)(=O)N(C)C)cc1NC(=S)N1CCN(Cc2ccc3c(c2)OCO3)CC1 | 1.7% | -9.1% |
| O=C(CCc1nc(-c2ccccc2)no1)NC1CCCCCC1 | -9.4% | -2.1% |
| COc1ccc2cc(CN(CC3CCCO3)C(=O)Nc3ccccc3OC)c(=O)[nH]c2c1 (stereo unspecified) | 0.9% | -1.3% |

The main list resumes, starting 2 compounds before the break.
Values run as follows: N370S GC mod, GCN5L2 inh, FEN1 inhibitor
COc1cccc(NC(=S)N2CCN(C/C=C/c3ccccc3)CC2)c1
 : -2.0%, -4.1%, -1.6%
Cc1ccc2c(c1)c(/C=C/c1cc[n+](C)cc1)c(C)n2C
 : -22.7%, -20.0%, ?
O=C(COC(=O)C1C2CC3OC(=O)C1C3C2)Nc1cccc(Cl)c1 (stereo unspecified)
 : ?, -3.8%, 0.1%
C/C(=N\NC(=O)c1ccc(Cl)cc1)c1ccc(N2CCOCC2)cc1
 : 8.5%, -3.8%, 2.1%
Cc1ccc(-c2c(C#N)c(N)nc3c2CCCCC3)cc1
 : 0.4%, -3.2%, -1.9%
O=CNc1ccc(OC(=O)c2cncc(Br)c2)cc1
 : -10.7%, -0.3%, -2.9%
Cc1cc(N2CCOCC2)ccc1/C=C\[N+](=O)[O-]
 : 6.3%, -18.4%, ?
CCOC(=O)N1CCN(C(=O)C(C)N(c2ccccc2)S(C)(=O)=O)CC1 (stereo unspecified)
 : 20.1%, 1.9%, 2.0%
Cc1nc(CN(C)Cc2nc(Cc3cccc(F)c3)no2)cs1
 : 4.2%, -15.3%, -7.7%
Cc1ccc2c(CN3C(=O)NC(C)(c4ccc5c(c4)OCO5)C3=O)cc(=O)oc2c1 (stereo unspecified)
 : -0.6%, -7.8%, -6.0%
CCOCCCNC(=O)C(c1ccc(OC)cc1)N(Cc1ccc2c(c1)OCO2)C(=O)c1ccc(NC(C)=O)cc1 (stereo unspecified)
 : ., -0.7%, -12.4%
CCC(C)OC(=O)C1=C(C)NC(=O)CC1c1ccccc1OC (stereo unspecified)
 : 6.1%, -1.0%, -7.9%
Cc1ccc(Cl)cc1N1CCN(S(=O)(=O)c2ccc(-c3cnc(C4CC4)o3)cc2)CC1
 : ., 0.2%, -2.4%
O=C(O)CC/C=C\C[C@@H]1CO[C@H](c2ccccc2Cl)O[C@@H]1c1ccccc1O
 : 5.0%, -15.9%[0.501 µM], .
Cc1onc(-c2c(F)cccc2Cl)c1C(=O)NNC(=O)C1CCN(Cc2cccc(F)c2)CC1
 : 11.6%, -1.1%, -5.2%
CCCOc1ccc(C2C(C(=O)/C=C/c3ccco3)=C(O)C(=O)N2CCN2CCOCC2)cc1OC (stereo unspecified)
 : -2.4%, -7.1%, -0.5%
CS(=O)(=O)N1N=C(c2cccs2)CC1c1ccccc1 (stereo unspecified)
 : 0.5%, 2.1%, 16.5%
CC(C)C(NC(=O)c1ccco1)C(=O)NCC(c1ccco1)N1CCCCC1 (stereo unspecified)
 : -18.2%, 1.4%, -2.9%
Cc1nnc(N/N=C/C(C)c2ccccc2)[nH]c1=O (stereo unspecified)
 : 0.2%, -4.6%, 7.2%
O=C(Nc1ccc(F)cc1)Nc1nnc(Cc2ccccc2F)s1
 : 2.4%, -17.0%, 6.5%
O=C1CCC(C(=O)Nc2cccc3ccccc23)N1 (stereo unspecified)
 : 0.9%, -1.5%, 7.2%
Cc1ccc(C(=O)N2CC3(C(C)C)CN(C(=O)c4ccc(C)cc4)CC(C(C)C)(C2)C3=O)cc1
 : 0.1%, -1.8%, -12.4%
O=C1CCCC(O)=C1N=Nc1c(Cl)cc(Cl)cc1Cl
 : -2.7%, 0.0%, -0.5%
CC1Sc2ccc(S(=O)(=O)N3CCC(C(=O)Nc4ccc(Cl)cc4)CC3)cc2NC1=O (stereo unspecified)
 : -3.4%, -24.3%, ?
C=CCn1c(SCC(=O)Nc2c(C)n(C)n(-c3ccccc3)c2=O)nnc1-c1cccnc1
 : ., 0.8%, -2.0%
COC(=O)C1=C(C)NC(=O)NC1c1ccc(-c2ccc(Cl)cc2)o1 (stereo unspecified)
 : 20.0%, 0.6%, -5.0%
COC(=O)c1[nH]c2cc(OC)ccc2c1NC(=O)CN1CCN(c2cccc(C)c2)C(C)C1 (stereo unspecified)
 : 8.9%, -14.2%, -17.8%
Cn1c(=O)[nH]c(=O)c2c1nc(N1CCCCCC1)n2CCOc1ccccc1
 : 2.9%, 2.2%, -13.0%
O=C(NN1C(=O)NC2(CCCCC2)C1=O)c1ccc(Cl)c(Cl)c1
 : ., -1.8%, 13.8%
CCCCNS(=O)(=O)c1ccc(NC(=O)c2c(-c3ccccc3Cl)noc2C)cc1
 : -6.3%, -4.4%[0.501 µM], -6.0%
Cc1cc(NC(=O)C2CCCN(S(=O)(=O)c3cccc4nonc34)C2)ccc1Br (stereo unspecified)
 : ., -1.2%, -8.2%
CCCCc1c(O)n(-c2ccccc2)[nH]c1=O
 : 4.9%, -2.6%, .
CCN(CC)c1ccc(NC(=O)CCCCCN2C(=O)c3ccccc3C2=O)cc1
 : 2.8%, ?, -13.5%

Filtered by structure, those above containing a tert-butyl group.
Values run as follows: N370S GC mod, GCN5L2 inh, FEN1 inhibitor
COc1ccc(N2CCN(C(=O)CNC(=O)c3ccc(C(C)(C)C)cc3)CC2)cc1
 : 20.6%, -6.3%, 5.0%
CC(C)(C)c1ccc(C(CC(=O)O)NC(=O)Cc2ccccc2)cc1 (stereo unspecified)
 : -10.6%, -26.1%, 0.8%
